# High-throughput results deposited in PubChem BioAssay by National Center for Advancing Translational Sciences (NCATS).
# N370S GC: qHTS Assay for Inhibitors and Activators of N370S glucocerebrosidase as a Potential Chaperone Treatment of Gaucher Disease | Lysosomal acid glucosylceramidase (Homo sapiens), P04062 | N370S GC spleen homogenate, 4MU-glucoside fluorescence | Potency, µM (titrated, usually from 59.4 µM), inactives show top-dose activity change, negative = inhibition, hits mostly inhibitors | 0.092% of 330,000 active | AID 2101, 2009;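 also: 0% = full enzyme activity and -100% = no enzyme basal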
# TDP1 block: qHTS Assay for Inhibitors of Tyrosyl-DNA Phosphodiesterase (TDP1). Tyrosyl-DNA phosphodiesterase 1 (Homo sapiens), Q9NUW8. recombinant TDP1, AlphaScreen DNA substrate cleavage. Potency, µM (top dose mostly 130 µM), without a hit: top-dose activity change, negative = inhibition, actives largely listed as inhibitors. 0.28% of 350,000 active; also: nearly all actives have a fitted effect of over 40% in size
# Target sequence (Q9NUW8 whole entry, looked up): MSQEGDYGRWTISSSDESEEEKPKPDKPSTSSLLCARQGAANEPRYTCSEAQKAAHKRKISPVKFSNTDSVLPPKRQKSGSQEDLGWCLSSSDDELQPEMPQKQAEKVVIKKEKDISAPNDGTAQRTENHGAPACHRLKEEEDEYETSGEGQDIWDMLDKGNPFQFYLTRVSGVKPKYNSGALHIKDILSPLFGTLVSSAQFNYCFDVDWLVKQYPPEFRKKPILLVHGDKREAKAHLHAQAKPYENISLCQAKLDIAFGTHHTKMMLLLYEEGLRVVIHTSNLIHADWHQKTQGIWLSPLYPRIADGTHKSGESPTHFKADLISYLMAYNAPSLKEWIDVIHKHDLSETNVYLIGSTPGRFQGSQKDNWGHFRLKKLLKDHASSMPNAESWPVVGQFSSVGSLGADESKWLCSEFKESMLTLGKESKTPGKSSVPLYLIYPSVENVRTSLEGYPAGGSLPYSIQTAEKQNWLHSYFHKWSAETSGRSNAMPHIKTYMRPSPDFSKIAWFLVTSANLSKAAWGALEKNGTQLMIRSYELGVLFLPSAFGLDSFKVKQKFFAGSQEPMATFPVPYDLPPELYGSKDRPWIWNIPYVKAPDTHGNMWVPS
#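 Recombinant E. coli-expressed Tdp1 (1 nM) preincubated with compound 15 min at RT, then 5'-biotin/3'-phosphotyrosine-FITC DNA substrate (15 nM) added for 5 min. AlphaScreen beads (10 ug/ml) added, 10 min RT; tyrosine-FITC cleavage read as signal loss.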
# FEN1 inhibitor: qHTS Assay for the Inhibitors of Human Flap endonuclease 1 (FEN1); P39748; Recombinant FEN1 flap cleavage, fluorescence, 15 min; Potency, µM (highest dose often 114 µM), for inactives: at the top dose activity change, negative = inhibition, actives largely listed as inhibitors; 0.35% of 390,000 active; AID 588795, 2011; also: nearly all actives have a fitted effect of over 65% in size
# Target sequence (P39748 whole entry, looked up): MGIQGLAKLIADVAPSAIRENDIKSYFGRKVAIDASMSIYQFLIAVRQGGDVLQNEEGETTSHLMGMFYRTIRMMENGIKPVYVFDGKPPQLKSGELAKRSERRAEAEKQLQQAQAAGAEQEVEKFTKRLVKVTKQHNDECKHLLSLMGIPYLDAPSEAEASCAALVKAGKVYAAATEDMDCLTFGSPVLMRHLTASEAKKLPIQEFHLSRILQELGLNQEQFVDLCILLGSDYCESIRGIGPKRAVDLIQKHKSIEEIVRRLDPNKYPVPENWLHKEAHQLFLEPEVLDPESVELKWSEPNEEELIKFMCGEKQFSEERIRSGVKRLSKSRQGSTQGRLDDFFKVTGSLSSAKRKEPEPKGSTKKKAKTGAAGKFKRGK
#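 In this screen, 50 nM flap DNA substrate was added to 10 nM FEN1 pretreated with compound for 15 min at room temperature; cleavage was followed with reads at 0 and 15 min, and Hill fitting gave concentration–response parameters.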
# * = called active by the depositor; ? = inconclusive; . = no result given; [ ] = another dose, or the depositor's remark. Calls follow the shape of the dose curve; as a rule, active = well fitted curve in the direction sought with a large enough effect; inconclusive = small, poorly fitted or top-dose-only effect, or another doubt; inactive = no such curve, though single readings can be large; an effect the other way counts as inactive or inconclusive. Unless noted, % is scaled to controls: 0 for no effect and ±100 for the full control effect; potency is read from the fitted curve at half-maximal effect.
# Order of results: N370S GC | TDP1 block | FEN1 inhibitor
C=CCC[C@H](Cc1ccc(F)cc1)C(=O)OC[C@@H](Cc1c[nH]c2ccccc12)NC(=O)[C@@H](CC=C)CC(=O)N(CCO)Cc1ccccc1
  . | 3% | -11%
CCOC(=O)c1sc(N)c(C(=O)Nc2ccccc2OC)c1C
  0% | -5% | 7%
Cc1ccc(N=Nc2c(N)nn(-c3ccccc3)c2N)cc1
  . | 10% | -3%
COc1ccccc1N1CCN(C(c2cccs2)C(C)NC(=O)c2cccs2)CC1 (stereo not given)
  5% | 4% | -19%
CCn1cc(/C=C(\NC(=O)c2cc(OC)c(OC)c(OC)c2)C(=O)NCCCn2ccnc2)c2ccccc21
  . | 5% | 16%
Clc1ccc(/C=C\c2nccc3c2[nH]c2ccccc23)cc1
  22% | -8% | 9%
CC(C)CCn1nc(C(=O)Nc2nc3c(s2)CCCC3)c2ccccc2c1=O
  -2% | 0% | 11%
COc1ccc(Oc2nnnn2-c2ccccc2)cc1
  -10% | 0% | 7%
Cc1ccc(CNC(=O)C2CSC3(C)CCC(=O)N23)cc1 (stereo not given)
  . | -1% | 8%
Cc1ccc2c(c1)S/C(=C/c1ccc[n+](CCO)c1)N2C
  -5% | 4% | -16%
Cc1nn2c3ccccc3n(C)c2nc1=O
  -2% | 4% | -7%
COc1ccc(OCCCn2c(=O)oc3ccccc32)cc1
  14% | 2% | -7%
O=C(Nc1ccc(F)cc1F)NC1CCCCCCC1
  -3% | 2% | -13%
CCOC(=O)Cc1nnc(NC(=O)c2ccco2)s1
  4% | 6% | -2%
O=C(NC1CCCC1)C(c1cccnc1)N(C(=O)c1csnn1)C1CCCC1 (stereo not given)
  0% | -2% | 2%

# Overlap with the part before: 6 entries, then new ones.
# Order of results: N370S GC | TDP1 block | FEN1 inhibitor
Cc1ccc2c(c1)S/C(=C/c1ccc[n+](CCO)c1)N2C
  -5% | 4% | -16%
Cc1nn2c3ccccc3n(C)c2nc1=O
  -2% | 4% | -7%
COc1ccc(OCCCn2c(=O)oc3ccccc32)cc1
  14% | 2% | -7%
O=C(Nc1ccc(F)cc1F)NC1CCCCCCC1
  -3% | 2% | -13%
CCOC(=O)Cc1nnc(NC(=O)c2ccco2)s1
  4% | 6% | -2%
O=C(NC1CCCC1)C(c1cccnc1)N(C(=O)c1csnn1)C1CCCC1 (stereo not given)
  0% | -2% | 2%
COc1ccccc1NC(=O)N(CCN(C)C)Cc1cc2cc(C)ccc2[nH]c1=O
  -19% | 0% | 1%
O=C(Cn1c(=O)oc2cc(S(=O)(=O)N3CCCC3)ccc21)N1CCN(c2ccccc2)CC1
  -1% | 3% | 3%
Cc1cccc(NC(=O)c2ccc(S(=O)(=O)N(C)C)cc2)c1
  12% | 0% | 0%
CCOCCCNC(=O)c1ccc(Cn2c(=O)[nH]c3ccsc3c2=O)cc1
  -7% | 2% | 0%
CC(NC(=O)CCN1C(=O)c2ccccc2C1=O)c1ccc2c(c1)CCCC2 (stereo not given)
  -20% | 3% | -3%
O=C(c1ccccc1[N+](=O)[O-])N1CC2C3C=CC(C3)C2C1 (stereo not given)
  15% | -1% | 1%
O=C(C1CC1)n1cc(C(=S)N2CCOCC2)c2ccccc21
  3% | 8% | 5%
Cc1cc(SCC(=O)Nc2ccccc2C)nc(C)n1
  4% | 1% | -1%
COc1cccc(CN(C)CC(=O)NCc2ccc(F)cc2)c1OC
  -13% | . | 0%
O=C(O)C1CSC2(c3ccc(F)cc3)CCC(=O)N12 (stereo not given)
  1% | -7% | 12%
CCOC(=O)c1ccccc1NC(=O)COC(=O)CCC(=O)c1ccccc1
  ? | -2% | -16%
N#CC1=C2SCN(C3CCCCC3)CN2C(=O)CC1c1ccc(Cl)cc1 (stereo not given)
  . | -2% | ?
COc1cccc(CN(C)Cc2nc(Cc3ccccc3Cl)no2)c1
  5% | 2% | 9%
CCC(=O)Nc1cccc(NC(=O)c2ccc3c(c2)OCCO3)c1
  -3% | 3% | 7%
Cc1ccc(C)c(Cn2nnc3c(=O)[nH]c(C(=O)NCC4CCCO4)nc32)c1 (stereo not given)
  -11% | 4%[56.1 µM] | 3%
CCCN(CCC)CCNC(=O)C1CCN(S(=O)(=O)c2cccc3nsnc23)CC1
  -5% | 2% | 15%
CCOc1ccc(C(C)(C)C)cc1S(=O)(=O)N1CCOCC1
  -4% | -1% | -2%
Cc1ccc(S(=O)(=O)N2CCN(S(=O)(=O)c3ccccc3Br)C2=O)cc1
  . | 0%[56.1 µM] | 9%
O=c1c2cc(NC(=S)N3CCCC3)ccc2nc2n1CCCCC2
  2% | 2% | 1%
CNC(=O)[C@H]1O[C@@H](n2cnc3c(NCc4ccc(N)cc4)ncnc32)[C@H](O)[C@H]1O
  0% | 11%[56.1 µM] | .
CCN(CC)c1nc(Nc2ccccc2)nc(Oc2ccc(=O)n(C)n2)n1
  -10% | 6% | -1%
N#CCCN1CCN(CCC#N)CC1
  -4% | 2% | -1%
O=C(Nc1ccc(Cl)c(Cl)c1)c1cc(S(=O)(=O)N2CCN(c3cccc(Cl)c3)CC2)ccc1F
  . | 8% | -15%
CCOC(=O)c1c(NC(=O)CSc2nnc(C)c(=O)[nH]2)sc2c1CCCC2
  13% | 2% | 16%
O=C(c1cc2c(ccc3ccccc32)o1)N1CCCCC1
  -7% | 6% | 1%
CC(=O)Nc1ccc(S(=O)(=O)NNC(=O)COc2cccc(C)c2)cc1
  9% | 12% | 9%
Cc1cc(C)c(NC(=O)COc2ccc(-n3cnnn3)cc2)c(C)c1
  -2% | -1% | 20%
COCCOC(=O)C1=C(C)N(c2ccccc2)C(=S)NC1c1ccccc1C(F)(F)F (stereo not given)
  1% | 3% | 13%
COc1ccc(C(=O)Nc2ccnn2C2CCN(Cc3cnn(C)c3)CC2)cc1
  -10% | 0% | 18%
COC(=O)c1ccccc1NC(=O)c1cccnc1
  -2% | . | -4%
O=C(NCCc1ccccc1)c1ccc(NC2=NC3CS(=O)(=O)CC3S2)cc1 (stereo not given)
  9% | -5% | -7%
CC(Oc1ccccc1)C(=O)NC1CCN(Cc2ccccc2)CC1 (stereo not given)
  -1% | -1% | 0%
O=C(COc1ccccc1)N=C1SC2CS(=O)(=O)CC2N1c1ccc(F)cc1 (stereo not given)
  -13% | 6% | 34%[activator]
CCn1c(=O)n(CC)c2cc(NC(=O)CSc3ccc([N+](=O)[O-])cn3)ccc21
  -5% | -1% | 12%
CCOc1ccc(S(=O)(=O)NCCC(=O)N2CCCCCCC2)cc1
  -1% | . | 0%
CCCOC(=O)Nc1ccc(S(=O)(=O)Nn2cnnc2)cc1
  4%[2.35 µM] | 3% | -6%
COc1cc2c(cc1OC)C(c1cccnc1)CC(=O)N2 (stereo not given)
  6% | 5% | -4%
CCn1c(C)c(C(C)=O)c(N2CCN(C(=O)c3ccco3)CC2)nc1=S
  19% | 0% | -6%
CC(C)C(NC(=O)CN1C(=O)c2ccccc2S1(=O)=O)C(C)C
  1% | 6% | -1%
Cc1nnc(SCc2cccs2)[nH]c1=O
  5% | -3% | 0%
CCOC(=O)c1c(C)n(C)c2ccc(O)c(CN(C)C)c12
  -4% | 9% | ?
COc1cc(NC(=O)c2ccc(=O)[nH]n2)cc(OC)c1OC
  -8% | . | 7%
CC(C)c1ccc2[nH]c(O)c(N=NC(=O)c3cccc(S(=O)(=O)N4CCCCC4)c3)c2c1
  -3% | 5% | -9%
CC1CCCCC1NC(=O)c1ccc(-n2cncn2)cc1 (stereo not given)
  . | -4% | -18%
CC(OC(=O)c1ccccc1Br)C(=O)Nc1nc(-c2cccc([N+](=O)[O-])c2)cs1 (stereo not given)
  -1% | 4% | -5%
CCCOC(=O)c1ccc(Cn2nnc3sc4c(c3c2=O)CCC(C)C4)cc1 (stereo not given)
  . | 2% | 8%
COc1ccc(NC(=O)CN(C)C(=O)CNC(=O)c2cccs2)cc1
  -3% | 2% | -1%
COc1ccc(Br)cc1CN1CCN(C(=O)c2ccc(F)cc2)CC1
  0% | -9% | 1%
COc1ccc([C@@H]2[C@@H]3C(=O)N(C(C)(C)C)C(=O)[C@@H]3[C@]3(Cc4ccc(Cl)cc4)C(=O)N(c4cccc(C)c4)C(=O)N23)cc1
  -16% | . | -20%
CC(=O)OC(c1nc2ccccc2c(=O)n1C1CC2(OC1=O)c1ccccc1N1C(=O)C(C)(C)N(O)C12)C(C)C (stereo not given)
  1% | . | -4%
O=C1Nc2ncccc2OC1CCCl (stereo not given)
  1% | 3% | 3%
Cc1c(CNCCc2ccccc2)c(C(=O)O)c(C)n1-c1ccccc1
  -25% | . | -5%
COc1ccc(NC(=O)c2cc3nc(-c4ccccc4)cc(C)n3n2)cc1OC
  6% | 3% | -27%
CCn1cc(Cl)c(C(=O)Nc2cc(C(=O)OC)cc(C(=O)OC)c2)n1
  6% | . | 3%
N#Cc1ccc(OCC(=O)OCC(=O)Nc2cc(C(F)(F)F)ccc2N2CCOCC2)cc1
  7% | -3% | -17%
Clc1ccc2ccc3cccnc3c2n1
  -2% | . | 10%
N#C/C(=C\c1ccc(Cl)cc1)c1nc2ncccc2[nH]1
  1% | 7% | -19%
CCC(C)OC(=O)c1cc(C)nc2c(Br)cc(Br)cc12 (stereo not given)
  6% | 0% | -12%
c1ccc(CN2CCN(c3nc(-c4ccccc4)nc4ccccc34)CC2)cc1
  -15% | 9% | -2%
CCOc1ccc(CNC(=O)CCc2cn(CC)c3ccccc23)cc1
  . | -3% | 5%

# (list continues)
# Order of results: N370S GC | TDP1 block | FEN1 inhibitor
O=C(N=C1SC2CS(=O)(=O)CC2N1c1ccc(Br)cc1F)C1CC1 (stereo not given)
  0% | 2% | -3%
Cc1ccc(C)c(S(=O)(=O)Nc2ccc(C(=O)N3CCC3)cc2)c1
  0% | 2% | 10%
CCOC(=O)N1CCC(C(=O)Nc2ccc(OCC)cc2)CC1
  -2% | 3% | -3%
COc1ccc(CCNC(=O)Cn2c(=O)c3cccn3c3ccc(F)cc32)cc1OC
  . | 6% | 2%
Cc1ccc(S(=O)(=O)N(C)c2cc(S(=O)(=O)Nc3ccncc3)c(C)cc2C)cc1
  0% | 6% | -2%
Cc1[nH]c2ccccc2c1C(C[N+](=O)[O-])c1ccco1 (stereo not given)
  2% | 3% | -15%
Cn1c(CNC(=O)CSc2n[nH]c(-c3ccccc3)n2)nc2ccccc21
  . | 5% | -6%
CCOC(=O)c1c(NC(=S)NC)sc2c1CCCC2
  -2% | 4% | -7%
O=c1[nH]c2ccccc2nc1C(F)(F)F
  7% | 0% | -2%
CC1(C)OC(=O)C(=CNC(CCC(N)=O)C(=O)O)C(=O)O1 (stereo not given)
  15% | 0% | -1%
Cc1ccc(S(=O)(=O)c2nnn3c2nc(NCc2ccccc2)c2sccc23)cc1
  . | 5% | 6%
CC(C)=CCCC1=CCC(/C(C)=N/NC(N)=O)CC1 (stereo not given)
  14% | -3% | -12%
CCOc1cc(C)c(Cl)cc1S(=O)(=O)N(C)C
  7% | 3% | -5%
CC(C)OP(=O)(c1ccc(N(C)C)cc1)C(O)c1ccncc1 (stereo not given)
  1% | 0% | -3%
Fc1ccc(-c2cc(-c3nc(-c4ccc(Cl)cc4)no3)[nH]n2)cc1
  . | -3% | 0%
CCOc1cc(NC(=O)c2ccccc2OC)c(OCC)cc1NC(=O)c1ccccc1
  -2% | . | 6%
CC1CC(C)CN(C(=O)CNC(=O)c2sc3ccccc3c2Cl)C1 (stereo not given)
  . | -4% | -4%
Cc1cc(C)cc(OCC(=O)OCCN2C(=O)c3ccccc3C2=O)c1
  -2% | -7% | -4%
COc1cccc(C2/C(=C(\O)c3c(C)nc4c(C)cccn34)C(=O)C(=O)N2CCCN(C)C)c1 (stereo not given)
  -16% | 5% | .
O=C(CSc1nnnn1-c1ccccc1)Nc1ncc2c(n1)CC(c1ccco1)CC2=O (stereo not given)
  -22% | 4% | -1%
CCC1(c2ccc(F)cc2)NC(=O)N(CC(=O)Nc2ccccc2C)C1=O (stereo not given)
  -8% | . | 2%
CCOc1ccccc1NC(=O)CCCn1cc([N+](=O)[O-])cn1
  4% | 9% | -6%
COc1cccc(NC(=O)CCC2CCN(C(=O)c3cccc(NC(C)=O)c3)CC2)c1
  -7% | 6%[56.1 µM] | 8%

# Taken from the listing (2 entries):
# Order of results: N370S GC | TDP1 block | FEN1 inhibitor
Cc1cc(C)cc(OCC(=O)OCCN2C(=O)c3ccccc3C2=O)c1
  -2% | -7% | -4%
COc1cccc(C2/C(=C(\O)c3c(C)nc4c(C)cccn34)C(=O)C(=O)N2CCCN(C)C)c1 (stereo not given)
  -16% | 5% | .

# Rows are unselected. About 0.53% of those tested had a hit in this group.
